Compound activity (PubChem)
NRP1-CendR mod = NRP-1/CendR interaction modulation. O14786. FAM-RPARPAR peptide binding to NRP-1, fluorescence polarization. inhibition, % at 25 µM. actives 0.85% (n = 360,000). AID 602438;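 active means inhibition or corrected inhibition above about 18%, plus a signal ratio from 0.5 to 1.5, limit read from the data, passing the limit was not always enough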; further: strong numbers were not always called active
MsrA act = bovine methionine sulfoxide reductase A activation; purified bovine MsrA, absorbance read-out; activation, % at 10.6 µM; actives 0.3% (n = 360,000); AID 602163; in the data active means activation above about 7.5%;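 further: 0% = vehicle and 100% = reference activator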
TbMetRS inhib = Trypanosoma brucei MetRS inhibition | inhibition, % at 11.9 µM | actives 0.4% (n = 360,000) | purified T. brucei MetRS, ATP depletion, Kinase-Glo luminescence | AID 624268;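 active means inhibition above a per-plate cutoff of the control wells' mean inhibition plus 3 SD, cut at about 5.5% in these data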;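 further: 0% = DMSO wells median and 100% = median of wells with control inhibitor compound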
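assay system = parasite MetRS enzyme | timing = 15 min preincubation, 2 h reaction, all 25 °C | evaluation = percent inhibition relative to median high and low control wells | medium = HEPES buffer containing pyrophosphatase, BSA, spermine, DTT | compound = single dose, 11.9 µM final nominal, 0.9% final DMSO | detection = Kinase-Glo luminescence, ATP depletion format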
E coli Lon inh = inhibitors of E. coli Lon protease | purified E. coli Lon protease, fluorescence polarization | P0A9M0 | actives 0.42% (n = 360,000) | inhibition, % at 7.94 µM | AID 602123; in the data active means inhibition above about 13%, passing the limit was not always enough;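 further: 0% = enzyme with probe and DMSO and 100% = no enzyme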
Target sequence (P0A9M0 whole entry, looked up): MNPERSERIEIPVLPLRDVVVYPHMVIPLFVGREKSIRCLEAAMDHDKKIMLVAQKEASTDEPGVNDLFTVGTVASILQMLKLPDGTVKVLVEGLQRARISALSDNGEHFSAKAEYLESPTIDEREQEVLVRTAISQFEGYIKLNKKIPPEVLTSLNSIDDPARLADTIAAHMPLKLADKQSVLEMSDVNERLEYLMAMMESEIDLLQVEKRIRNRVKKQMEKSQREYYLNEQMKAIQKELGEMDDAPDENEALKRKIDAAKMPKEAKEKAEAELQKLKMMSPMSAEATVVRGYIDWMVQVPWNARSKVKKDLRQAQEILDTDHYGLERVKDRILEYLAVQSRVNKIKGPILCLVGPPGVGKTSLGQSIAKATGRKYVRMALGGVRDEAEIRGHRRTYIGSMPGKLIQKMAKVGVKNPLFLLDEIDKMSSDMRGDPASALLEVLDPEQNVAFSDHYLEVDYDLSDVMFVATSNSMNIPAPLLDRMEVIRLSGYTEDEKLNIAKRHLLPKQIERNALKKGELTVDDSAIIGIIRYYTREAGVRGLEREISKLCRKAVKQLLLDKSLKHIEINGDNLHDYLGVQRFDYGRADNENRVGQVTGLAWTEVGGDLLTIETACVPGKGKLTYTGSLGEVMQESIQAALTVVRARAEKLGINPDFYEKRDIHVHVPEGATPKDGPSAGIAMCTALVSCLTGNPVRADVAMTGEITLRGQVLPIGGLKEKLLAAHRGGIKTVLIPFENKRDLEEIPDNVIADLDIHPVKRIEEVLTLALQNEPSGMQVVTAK
SUMO1 PPI mod = SUMO1-SIM interaction modulation. P63165. SUMO1 binding to a labelled peptide, TR-FRET, 1 h. inhibition, % at 20 µM. actives 0.33% (n = 360,000); in the data active means inhibition above about 37%
Target sequence (P63165 whole entry, looked up): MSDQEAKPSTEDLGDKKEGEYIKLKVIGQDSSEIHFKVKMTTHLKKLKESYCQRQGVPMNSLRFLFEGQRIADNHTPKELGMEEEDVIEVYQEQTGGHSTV
DNMT1 block = inhibitors of human DNMT1. DNMT1 molecular beacon, Hinp1I cleavage, fluorescence. inhibition (reported as % activation of signal), % at 10 µM. actives 0.83% (n = 360,000). AID 588458; in the data active means inhibition above about 50%
LMPTP block = LMPTP (human) inhibition; recombinant LMPTP-A, OMFP fluorogenic substrate, fluorescence intensity; actives 0.22% (n = 360,000); P24666; inhibition, % at 20 µM; AID 651560;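 active means compounds that cut the enzyme signal by at least half of the control window in the single-dose screen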;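 further: plate controls were DMSO wells with enzyme plus substrate for no effect and substrate without enzyme for full effect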
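test system = LMPTP-A | amount = 0.625 nM LMPTP-A final | reagent = fluorogenic phosphatase substrate OMFP at 400 µM final | incubation = 50 min at room temperature | benchmarks = no-enzyme low control, uninhibited high control | medium = Bis-Tris pH 6.0, DTT, detergent | signal = fluorescence intensity of OMFP turnover product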
STEP inh = inhibitors of human striatal-enriched phosphatase STEP; P54829; recombinant STEP, OMFP fluorogenic substrate, fluorescence; inhibition, % at 20 µM; actives 0.25% (n = 360,000); AID 588621;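 active means inhibition at 20 µM, scaled per plate between control wells, above about 37%, limit read from the data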;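 further: 0% = DMSO with enzyme and substrate and 100% = substrate only without enzyme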
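Also added – OMFP at 25 µM · Test system – STEP tyrosine phosphatase · Technique – FITC-channel fluorescence of OMFP product · Schedule – 20 min at room temperature, dark · Evaluation – control-normalized % inhibition with plate pattern correction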
MsrA inh = inhibits bovine methionine sulfoxide reductase A; purified bovine MsrA, absorbance read-out; inhibition, % at 15.5 µM; actives 0.75% (n = 360,000); in the data active means inhibition above about 4.5%;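 further: 0% = vehicle wells with enzyme and 100% = reference inhibitor wells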
Scp-1 inhibitor = inhibitors of human Scp-1 phosphatase | inhibition, % at 20 µM | Q9GZU7 | actives 0.88% (n = 340,000) | AID 493091 | Recombinant Scp1, phosphopeptide, malachite green phosphate absorbance;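 active means inhibition above about 50% at 20 µM, limit read from the data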;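 further: plate controls were DMSO wells with enzyme for no effect and wells lacking enzyme for full effect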
Target sequence (Q9GZU7 76-261 limits assumed): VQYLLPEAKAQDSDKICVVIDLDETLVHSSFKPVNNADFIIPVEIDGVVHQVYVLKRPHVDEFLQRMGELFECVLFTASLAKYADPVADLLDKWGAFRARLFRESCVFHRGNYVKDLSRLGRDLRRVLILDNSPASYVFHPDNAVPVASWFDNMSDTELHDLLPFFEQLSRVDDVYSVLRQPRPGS
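Test system: SCP-1 catalytic domain; Buffer or medium: Acidic Tris acetate buffer with magnesium and detergent; Also added: Phosphorylated 17-residue peptide substrate; Compound: single 20 µM dose, 1% DMSO; Schedule: enzyme reaction 45 min at room temperature, colour 5 min, stabilisation 30 min; Signal: Phosphate-binding colour reagent, absorbance read at 630 nm.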
* marks the source's active call; other numbers are inactive results; . = not tested or not shown.

SMILES	NRP1-CendR mod	MsrA act	TbMetRS inhib	E coli Lon inh	SUMO1 PPI mod	DNMT1 block	LMPTP block	STEP inh	MsrA inh	Scp-1 inhibitor
CC(C)CC1C(=O)N(Cc2cn(CCC3OCCO3)nn2)CCS(=O)(=O)N1Cc1ccc(-c2ccncc2)cc1 (centres undefined)	0	0	-0.8	9	2	-4	0.2	0	-0.7	.
O=C(NCCCn1ccnc1)c1cccc(S(=O)(=O)Nc2ccccc2F)c1	7	-2	-0.3	0	-3	3	-1.7	0	-0.1	-12
Cc1ccc(OCC(=O)c2cc(C)c(C)cc2C)c([N+](=O)[O-])n1	-14	-1	-0.2	-9	1	-3	1.2	3	0.3	14
Cc1ccc(C(=O)c2nccn2C)cc1C	2	-1	-0.7	5	-2	0	-0.8	1	-0.7	-5
N#CCC(=O)Nc1ccccc1C(=O)O	-3	-3	0.2	-1	-3	5	-0.1	-5	-0.9	-3
Cc1cc(=O)oc2cc(OCC(=O)N/N=C/c3ccccc3O)ccc12	-12	-5	-0.2	1	28	61*	39	26	1.1	28
CC(=O)Nc1n[nH]c(-c2ccc(C)cc2)c1C	6	-2	0.2	2	3	0	-0.6	-2	-1.6	-1
CCO[C@@H]1OC(C(=O)Nc2ccccc2)=C[C@H](c2coc3ccccc3c2=O)[C@H]1CCCO	1	-3	0.1	-3	4	2	-0.6	4	0.1	-8
Cc1ccccc1NC(=O)CCn1c(=O)oc2ccccc21	-1	5	-0.5	3	2	-2	-1.0	-2	1.3	-5
O=C(Nc1ccccc1C(=O)Nc1nnc(C(F)(F)F)s1)c1ccccc1	1	-4	0.0	3	12	-38	-0.2	16	0.7	-4
Cc1ccc(-c2csc(NC(=O)CN3CC(C)OC(C)C3)n2)cc1 (centres undefined)	1	-1	-0.2	2	5	2	-0.4	3	3.2	3
CC(=O)c1ccc(NC(=O)C(C)NCc2ccc(Cl)cc2)cc1 (centres undefined)	14	-3	-0.2	4	-2	-11	2.0	-3	-0.6	-1
Cc1ccc(N=C2SC(C(=O)Nc3ccc(OC(F)(F)F)cc3)C(N)=C2C(=O)Nc2c(C)cc(C)cc2C)cc1 (centres undefined)	-20	-3	0.2	8	1	-17	1.9	2	1.9	-17
COc1cccc(C(O)c2nc(-c3ccncc3)cs2)c1 (centres undefined)	4	-1	-0.1	-5	5	1	-0.7	2	0.3	.
COc1ccc(-c2coc3cc(OC(C)=O)ccc3c2=S)cc1	-12	-1	-0.3	11	-25	-13	1.5	2	1.6	-8
Cc1c(NC(=O)CC(=O)Nc2c(C)n(C)n(-c3ccccc3)c2=O)c(=O)n(-c2ccccc2)n1C	0	2	-0.2	0	2	0	-1.7	1	-0.9	-2
COc1ccc(NC(=O)C(=O)NNC(=O)C(C)Oc2ccc(Cl)cc2Cl)cc1 (centres undefined)	17	-6	-0.7	3	-1	-2	0.6	-2	0.5	-1
COC(=O)C/C(O)=C(/N=Nc1cccc(C(F)(F)F)c1)C(=O)OC	-2	-1	-0.1	-4	-1	1	0.0	0	0.0	14
CCn1c(C(O)c2cccc(OC)c2OC)nc2ccccc21 (centres undefined)	2	-9	-1.0	-1	0	4	-2.2	-2	-0.2	-7
O=S1(=O)[C@H]2C[C@@H]3C=C[C@@]2(CN1Cc1cccc(F)c1)O3	9	-6	-0.5	0	10	2	-2.1	2	1.3	-8
Cc1cc(O)cc(O)c1C=NCc1ccco1	-31	-15	-1.1	2	-2	-1	0.8	-5	3.1	0
Cc1cccc(N2CCN(c3cc(C)nc4nnnn34)CC2C)c1 (centres undefined)	-9	-3	0.1	-11	3	-4	-0.3	-3	-0.8	7
COc1ccc(OCc2nc3c4cc(OC)c(OC)cc4nc(=S)n3[nH]2)cc1	-7	1	-0.7	-10	30	5	2.4	-3	-0.5	0
O=C(CCc1ccc(S(=O)(=O)NC2CCCCC2)cc1)NCc1ccccc1	1	-1	-0.8	12	9	-2	-0.6	-3	-0.3	0
Cc1nn(-c2ccccc2)c(C)c1C(=O)NCc1ccc(S(N)(=O)=O)cc1	-2	-2	-0.6	7	1	-2	-0.1	-4	-0.1	-5

Continued:
SMILES	NRP1-CendR mod	MsrA act	TbMetRS inhib	E coli Lon inh	SUMO1 PPI mod	DNMT1 block	LMPTP block	STEP inh	MsrA inh	Scp-1 inhibitor
Clc1cccc(Cl)c1CSc1nnc(-c2sccc2-n2cccc2)o1	-1	-10	-1.3	-1	0	-4	3.5	2	0.2	-11
CCOC(=O)c1c(C)n(C)c2cc(Br)c(O)c(O)c12	-6	-5	-0.5	2	4	1	-0.2	2	1.1	-6
COc1ccc(OC)c2sc(NC(=O)c3ccc(S(=O)(=O)N4CCOCC4)cc3)nc12	-18	0	-0.4	0	0	-5	0.4	1	-0.3	-5
O=S(=O)(c1cc(F)ccc1F)N1CCN(c2ncnc3ccccc23)CC1	-9	0	0.5	-9	5	-1	3.1	7	1.9	0
CN(Cc1nccn1C)C(=O)c1cc(COc2ccc3ncccc3c2)on1	-7	-3	-0.3	-11	2	3	0.5	-2	-0.2	-2
CC(C(=O)Nc1ccc(S(=O)(=O)N2CCCC2)cc1)N(C)Cc1ccc(F)cc1 (centres undefined)	7	-13	-0.5	-5	3	-2	-0.2	-5	1.7	-2
Cc1nn(CC(=O)NCCCN2CCC(Cc3ccccc3)CC2)c(=O)c2cc(-c3ccccc3)nn12	15	-1	0.1	-1	12	2	1.3	1	0.8	0
CCOP(=O)(OCC)C(Nc1ccccn1)c1ccc(F)cc1 (centres undefined)	1	-4	0.0	-6	5	3	-1.8	-2	0.4	-2
CC(CC(=O)N1CCc2ccccc21)S(=O)(=O)c1ccc2c(c1)NC(=O)CO2 (centres undefined)	2	-9	-0.9	0	3	2	-2.3	-2	1.8	12
COc1ccc(C(=O)C[n+]2ccc(-c3nnc4n3CCCCC4)cc2)cc1	-5	-9	-0.7	6	-32	-5	0.3	2	0.6	-1
O=C(CN1CCC(C(=O)c2ccc3c(c2)OCCO3)CC1)NCc1ccccc1	5	-4	-0.5	3	3	-2	-0.3	-1	-0.1	-5
Cc1ccc(-c2noc(CN(C(=O)c3cccs3)C(C)C)n2)cc1	-4	1	-0.7	1	-4	2	-2.2	4	-0.2	-11
CN(CC(=O)Nc1ccc(Br)cc1)Cc1ccccc1	7	-3	0.5	5	0	-2	-1.0	-2	0.1	-9
O=C(/C=C/c1cccs1)NC(=S)Nc1ccccc1	3	-8	-0.3	14	-10	4	0.9	4	3.0	-5
CC1=C(CO)C(=O)OC([C@@H](C)C2CC[C@H]3C4C[C@H]5O[C@]56[C@@H](O)C=CC(=O)[C@]6(C)C4CC[C@]23C)C1 (some centres undefined)	1	-1	-0.4	2	7	-21	-0.4	-1	0.1	23
CCOC(=O)c1cc2c(c(CCO)n1)[C@@H](CCO)N(S(=O)(=O)C(C)(C)C)C2	-5	0	0.7	1	7	2	-0.8	3	-1.5	-11
NNC(=O)[C@H]1C[C@@H]1c1ccccc1	3	-4	-0.3	-1	1	6	-1.0	0	0.4	-3
CC1CCN(C(=O)c2ccc(NS(=O)(=O)c3ccc4[nH]c(=O)[nH]c4c3)cc2)CC1	2	-4	-0.5	-12	3	1	-3.5	-1	-1.4	-5
COC(=O)C1(C(=O)OC)C/C=C\CCN(S(=O)(=O)c2ccccc2[N+](=O)[O-])CC1	-1	-2	0.1	2	-5	.	0.0	.	0.8	.
Fc1ccc2cnc(-c3ccccc3)c(-c3ccc(C(F)(F)F)cc3)c2c1	-14	-1	-0.3	-10	5	13	1.2	1	-0.6	72*
CCOC(=O)c1cnc(-n2nc(C)cc2C)nc1N1CC(C)OC(C)C1 (centres undefined)	-3	-1	-0.5	-16	-2	1	-1.5	-1	-1.2	-11
O=C(COC(=O)CNC(=O)c1ccccc1F)NC1CC1	1	-7	-0.5	1	2	5	1.2	1	-0.9	2
O=C(Nc1ccc(Cl)cn1)c1cccc(OCc2ccccc2)c1	8	-3	-0.4	-3	7	4	2.0	-1	0.5	-2
COc1cccc(NC(=O)CSc2nnc(-c3cc(C)[nH]n3)n2N)c1	6	-2	0.2	1	0	0	-0.3	0	-0.1	-5
Cc1cccc(C2=NN(c3ccc(Br)cc3)[C@@H](C(=O)N3CCOC3=O)[C@@H]2c2ccc(Cl)cc2)c1	-12	-3	-0.8	4	-2	-13	4.6	-2	.	-4

(list continues)
SMILES	NRP1-CendR mod	MsrA act	TbMetRS inhib	E coli Lon inh	SUMO1 PPI mod	DNMT1 block	LMPTP block	STEP inh	MsrA inh	Scp-1 inhibitor
CCOC(=O)N1CCN(C(=O)c2ccc3c(=O)n(CCc4ccccc4)c(=O)[nH]c3c2)CC1	16	-1	0.6	-3	0	1	-0.3	-1	0.0	-8
CC(C)(C)NC(=O)C(c1ccc(F)cc1)N(CCc1ccccc1)C(=O)c1ccn[nH]1 (centres undefined)	2	-2	0.0	1	8	-1	0.2	-1	0.3	-10
CC(=O)C1(C)C(=O)N(c2ccc(C)cc2)C(=O)N1c1ccc(C)cc1 (centres undefined)	13	3	-0.1	-11	7	-1	-0.5	2	0.9	-5
CN(C)c1cccc(C(=O)Nc2cccc(S(=O)(=O)NC3=NCCC3)c2)c1	-5	-4	-0.1	-27	0	-1	-0.2	-1	0.9	-2
COc1cc(C(=O)O[C@H]2CC(C)=CC[C@@]3(C)CC[C@@](O)(C(C)C)[C@H]23)ccc1O	13	-3	-0.8	0	2	0	2.8	-2	-0.5	-4
Clc1cc(Cl)c2nc(N3CCCCC3)sc2c1	6	-1	-0.3	0	-4	-1	2.3	8	1.5	-8
Cc1cc(NC(=O)COC(=O)c2ccccc2O)no1	5	-3	-0.4	-7	-1	0	0.0	-3	0.8	-2
Cc1cc(NC(=O)CCN2C(=O)C3C4C=CC(C4)C3C2=O)c2ccccc2n1 (centres undefined)	6	-3	-0.8	1	-3	4	12	-3	-0.5	-12

Looked up by structure from the list above (2):
SMILES	NRP1-CendR mod	MsrA act	TbMetRS inhib	E coli Lon inh	SUMO1 PPI mod	DNMT1 block	LMPTP block	STEP inh	MsrA inh	Scp-1 inhibitor
Cc1ccc(OCC(=O)c2cc(C)c(C)cc2C)c([N+](=O)[O-])n1	-14	-1	-0.2	-9	1	-3	1.2	3	0.3	14
CCOP(=O)(OCC)C(Nc1ccccn1)c1ccc(F)cc1 (centres undefined)	1	-4	0.0	-6	5	3	-1.8	-2	0.4	-2

Record cards, from the list above.
CC(=O)C1(C)C(=O)N(c2ccc(C)cc2)C(=O)N1c1ccc(C)cc1 (centres undefined) across the screens: NRP1-CendR mod = 13; MsrA act = 3; TbMetRS inhib = -0.1; E coli Lon inh = -11; SUMO1 PPI mod = 7; DNMT1 block = -1; LMPTP block = -0.5; STEP inh = 2; MsrA inh = 0.9; Scp-1 inhibitor = -5
Cc1cc(NC(=O)COC(=O)c2ccccc2O)no1 across the screens: NRP1-CendR mod = 5; MsrA act = -3; TbMetRS inhib = -0.4; E coli Lon inh = -7; SUMO1 PPI mod = -1; DNMT1 block = 0; LMPTP block = 0.0; STEP inh = -3; MsrA inh = 0.8; Scp-1 inhibitor = -2
